# M1 PAM parental: nonselective calcium activators in parental CHO-K1 cells, primary screen, counter-screen for M1 PAM project, cell-based, Fluo-8 calcium fluorescence, full deck, 1536-well. ATP EC20; 0% at ATP EC20, 100% at ATP max. activation, % at 3 µM. 0.02% of 360,000 active. AID 602247, 2012;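 active = activation above the run cutoff, the mean activation of all test compounds plus 3 SD, cut at about 40% in these data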;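 note: peak over basal fluorescence ratio in a 140 s read after ATP addition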
# M4 ag: human M4 muscarinic receptor agonists, primary screen, CHO-K1 cells, Fluo-8 calcium fluorescence | 0.14% of 360,000 active | Muscarinic acetylcholine receptor M4 (Homo sapiens), P08173 | activation, % at 3 µM | CHO-K1 hM4/Gqi5; vehicle 0%, full acetylcholine response 100%;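 active = activation above the run mean over all test wells plus 3 SD, cut at about 32% in these data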;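 note: peak over basal fluorescence ratio per well then scaled between controls; 0% = DMSO wells and 100% = acetylcholine at EC100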
# Target sequence (P08173 whole entry, looked up): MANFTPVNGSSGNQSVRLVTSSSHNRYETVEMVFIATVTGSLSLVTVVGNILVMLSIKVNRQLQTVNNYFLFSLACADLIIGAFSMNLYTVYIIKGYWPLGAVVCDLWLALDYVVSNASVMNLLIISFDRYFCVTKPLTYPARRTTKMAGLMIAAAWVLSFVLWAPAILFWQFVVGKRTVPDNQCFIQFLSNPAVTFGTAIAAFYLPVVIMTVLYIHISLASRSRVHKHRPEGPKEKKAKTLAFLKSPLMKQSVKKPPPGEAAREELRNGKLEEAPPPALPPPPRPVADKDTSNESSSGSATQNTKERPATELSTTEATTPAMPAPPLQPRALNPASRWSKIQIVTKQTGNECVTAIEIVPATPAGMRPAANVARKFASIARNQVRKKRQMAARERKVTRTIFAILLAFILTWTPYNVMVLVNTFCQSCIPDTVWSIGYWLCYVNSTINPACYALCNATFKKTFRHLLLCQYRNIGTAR
# CHRM4 antagonist: human M4 muscarinic receptor antagonists, primary screen, CHO cells, Fluo-8 calcium fluorescence; Muscarinic acetylcholine receptor M4 (Homo sapiens), P08173; CHO-hM4 cells, ACh EC80; inhibition, % at 3 µM; 0.73% of 360,000 active; AID 624125, 2012;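 active = inhibition above its plate's cutoff, the mean inhibition of sample wells plus 3 SD, cut at about 27% in these data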;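 note: 0% = acetylcholine EC80 with DMSO and 100% = DMSO without agonist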
# M5 antag: human M5 muscarinic receptor antagonists, primary screen, CHO cells, Fluo-8 calcium fluorescence | 0.59% of 360,000 active | AID 624040, 2012 | Muscarinic acetylcholine receptor M5 (Homo sapiens), P08912 | CHO-hM5 cells, ACh EC80 | inhibition, % at 3 µM;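 active = inhibition above a per-plate cutoff, the mean of that plate's test compounds plus 3 SD, cut at about 27% in these data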;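 note: 0% = acetylcholine EC80 with DMSO and 100% = DMSO without agonist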
# Target sequence (P08912 whole entry, looked up): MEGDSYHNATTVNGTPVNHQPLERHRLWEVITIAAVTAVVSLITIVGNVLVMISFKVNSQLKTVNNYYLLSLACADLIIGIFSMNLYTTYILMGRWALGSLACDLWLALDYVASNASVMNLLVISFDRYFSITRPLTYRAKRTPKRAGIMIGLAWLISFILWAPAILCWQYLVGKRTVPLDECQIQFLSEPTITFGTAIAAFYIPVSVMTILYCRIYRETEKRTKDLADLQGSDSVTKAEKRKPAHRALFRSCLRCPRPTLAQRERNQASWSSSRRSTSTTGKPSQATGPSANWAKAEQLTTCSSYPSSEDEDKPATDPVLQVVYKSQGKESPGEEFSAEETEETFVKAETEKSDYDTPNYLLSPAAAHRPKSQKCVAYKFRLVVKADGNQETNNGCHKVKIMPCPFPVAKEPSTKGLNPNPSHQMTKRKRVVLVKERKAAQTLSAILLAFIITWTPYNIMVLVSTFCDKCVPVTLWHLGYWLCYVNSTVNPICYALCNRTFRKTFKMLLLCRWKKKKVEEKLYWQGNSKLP
# CHO-K1 Ca ag: counter-screen for M1 agonists: effect in parental CHO-K1 cells; Fluo-8 calcium fluorescence; scaled to maximal ATP response, vehicle zero; activation, % at 3 µM; 0.48% of 360,000 active; AID 602248, 2012; in the data active = activation above about 15%;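 note: untransfected CHO-K1 host cells lacking M1 receptor as counterscreen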
# CHO-K1 Ca antag: counter-screen for M1 antagonists: effect in parental CHO-K1 cells; ATP-induced calcium, Fluo-8 fluorescence; inhibition, % at 3 µM; 0.6% of 360,000 active; AID 602250;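 active = inhibition above a per-plate cutoff, the plate's mean sample inhibition plus 3 SD, cut at about 24% in these data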;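 note: 0% = DMSO plus EC80 ATP and 100% = DMSO alone without ATP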
# M5 ag: human M5 muscarinic receptor agonists, primary screen, CHO-K1 cells, Fluo-8 calcium fluorescence; activation, % at 3 µM; CHO-K1 hM5 cells; 0% DMSO wells, 100% maximal acetylcholine response; AID 624037, 2012; 0.19% of 360,000 active; Muscarinic acetylcholine receptor M5 (Homo sapiens), P08912;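 active = activation above the run's mean over test compounds plus 3 SD, cut at about 23% in these data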;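 note: signal is peak over basal fluorescence ratio across the kinetic read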
# M5 PAM: human M5 muscarinic receptor positive allosteric modulators, primary screen, CHO-K1 cells, Fluo-8 calcium fluorescence; Muscarinic acetylcholine receptor M5 (Homo sapiens), P08912; CHO-K1 hM5, ACh EC20 PAM; 0% = ACh EC20, 100% = ACh EC100; activation, % at 3 µM; 0.3% of 360,000 active; AID 624038, 2012;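 active = activation above the run cutoff, the mean activation of all test compounds plus 3 SD, cut at about 18% in these data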
#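 system = human M5 receptor in CHO-K1 cells | reagent = EC20 acetylcholine as agonist stimulus | compound dosing = single-point, 3 µM nominal | incubation = Fluo-8 loading 80 min at 37 °C plus 30 min room temperature | detection = Fluo-8 calcium dye fluorescence, kinetic read | benchmarks = low control EC20 acetylcholine (0%), high control EC100 acetylcholine (100%)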
# CHRM4 PAM: human M4 muscarinic receptor positive allosteric modulators, primary screen, CHO-K1 cells, Fluo-8 calcium fluorescence. Muscarinic acetylcholine receptor M4 (Homo sapiens), P08173. CHO-K1 hM4/Gqi5, ACh EC20; 0% = ACh EC20, 100% = maximal ACh. activation, % at 3 µM. 0.4% of 360,000 active;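 active = activation above its plate's cutoff, the mean activation of sample wells plus 3 SD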; note: some results filed as inactive read as strong as hits
# * hit, by the source's call. Random draw from the library; overall some 2.7% were active at least once.
SMILES,M1 PAM parental,M4 ag,CHRM4 antagonist,M5 antag,CHO-K1 Ca ag,CHO-K1 Ca antag,M5 ag,M5 PAM,CHRM4 PAM
Cc1nn(CCC#N)c(NC(=O)c2ccccc2)c1P(=O)(Nc1ccc(Br)cc1)N1CCOCC1 (stereo unspecified),13,1,6,10,0.3,-13,4,5,1
Cn1nccc1C(=O)N1CCCC(Nc2ccc(F)cc2)C1 (stereo unspecified),-1,1,-6,5,0.7,-6,-2,2,5
CCCCC[C@@H]1CCCCC[C@@H](O)C[C@H](O)[C@H](O)/C=C/C(=O)O1,16,1,-3,3,0.6,-17,-1,-9,8
Cc1noc(C)c1CSCC(=O)Nc1ccccc1N1CCCCC1,-8,1,-21,1,-0.8,1,-5,-8,1
COc1ccc(N(Cc2cc3cc(OC)ccc3[nH]c2=O)C(=O)c2cccnc2)cc1,9,2,0,-1,0.4,-7,-2,5,5
Nc1ncnc2c1ncn2[C@@H]1O[C@H](C(=O)N2CCN(c3nc4ccccc4o3)CC2)[C@@H](O)[C@H]1O,-2,0,13,5,-0.1,1,2,2,-5
O=C(O)CCSc1nnc(-c2ccncc2)n1-c1ccccc1,15,-1,4,5,0.4,-4,-1,1,4
O=C(O)CCc1nn2cc(-c3ccccc3)nc2[nH]c1=O,23,7,-19,4,2.2,-9,0,1,10
Cc1cc(=O)oc2c1c(C)nn2-c1ccc(Br)cc1,6,1,-8,-10,-0.4,2,1,3,7
COC(=O)CN1C(=O)C2(C(C#N)=C(N)Oc3cc(C)oc(=O)c32)c2ccccc21 (stereo unspecified),-7,0,-3,-7,0.1,16,-2,-7,-2
CC(C(=O)NN=C(c1ccccc1)c1ccccc1)N1CCCC1 (stereo unspecified),7,1,-2,5,-1.1,-11,-15,3,3
COc1ccc(NC(=O)CN2C(=O)C(C)Oc3ccccc32)cc1OC (stereo unspecified),-18,2,-6,19,0.4,4,-4,-12,-2
CSC[C@H]1CN(CCc2ccccc2)C(=O)[C@@H]1CC(=O)Nc1ccc(Br)cc1,12,6,0,-4,1.5,-4,0,-2,-6
Cc1ccc2nc(/C(C#N)=C\c3ccc(OC(=O)c4cccs4)cc3)[nH]c2c1,11,7,-11,-4,0.2,-19,6,-4,16
CCCCn1c(N)c(N(CC)C(=O)c2ccc(C)cc2)c(=O)[nH]c1=O,12,0,6,8,1.1,-15,1,5,5
CSc1ccc(CNC(=O)Cc2ccc(NC(=O)C3=C(C)OCCS3)cc2)cc1,-3,3,-15,-4,0.9,-12,-2,2,0
O=C1N(Cc2cccnc2)C[C@@H]2C[C@@H](c3ccccc3C#Cc3ccccc3)N3CCC[C@@]123,12,1,4,8,0.2,-8,-3,5,-2
c1ccc2sc(-c3ccncc3)nc2c1,19,1,-2,28*,0.3,2,-3,32*,0
CN(C)/C=C1\SC(=S)N(N2C(=O)C3C4C=CC(C4)C3C2=O)C1=O (stereo unspecified),28,1,2,-3,1.4,-19,0,3,1
COc1ccc(C)cc1N(C(=O)CNC(=O)c1ccco1)C(C(=O)NCC1CCCO1)c1ccccc1 (stereo unspecified),0,0,1,9,-0.4,-12,-2,0,0

# Profiles from above:
# Cc1noc(C)c1CSCC(=O)Nc1ccccc1N1CCCCC1 is listed with M1 PAM parental: -8; M4 ag: 1; CHRM4 antagonist: -21; M5 antag: 1; CHO-K1 Ca ag: -0.8; CHO-K1 Ca antag: 1; M5 ag: -5; M5 PAM: -8; CHRM4 PAM: 1
# COC(=O)CN1C(=O)C2(C(C#N)=C(N)Oc3cc(C)oc(=O)c32)c2ccccc21 (stereo unspecified) is listed with M1 PAM parental: -7; M4 ag: 0; CHRM4 antagonist: -3; M5 antag: -7; CHO-K1 Ca ag: 0.1; CHO-K1 Ca antag: 16; M5 ag: -2; M5 PAM: -7; CHRM4 PAM: -2
# COc1ccc(N(Cc2cc3cc(OC)ccc3[nH]c2=O)C(=O)c2cccnc2)cc1 is listed with M1 PAM parental: 9; M4 ag: 2; CHRM4 antagonist: 0; M5 antag: -1; CHO-K1 Ca ag: 0.4; CHO-K1 Ca antag: -7; M5 ag: -2; M5 PAM: 5; CHRM4 PAM: 5

# (more compounds)
SMILES,M1 PAM parental,M4 ag,CHRM4 antagonist,M5 antag,CHO-K1 Ca ag,CHO-K1 Ca antag,M5 ag,M5 PAM,CHRM4 PAM
COc1ccccc1/C=C/C=N/NC(=O)CN1CCN(S(=O)(=O)c2ccc(C)cc2)CC1,13,3,2,7,4.7,9,-6,-7,-5
c1cncc(-c2nnc(-c3cccnc3)nn2)c1,12,1,2,11,0.6,-3,3,-5,1
Cc1c(NC(=O)c2cccc(NC(=O)c3ccco3)c2)cccc1C(=O)O,25,0,-4,-2,0.3,-5,2,5,1
COc1ccc(CCNC(=O)/C=C/C(=O)O)cc1OC,3,1,2,3,6.7,2,0,-3,-2
Cc1ccccc1C(=O)Nc1ccc(C(=O)N/N=C/c2ccc(O)c(Br)c2)cc1,8,8,13,13,4.5,1,1,-15,-11
COc1nc(-c2cccc([N+](=O)[O-])c2)nc2ccccc12,-3,0,7,5,-0.2,5,2,0,-1
COc1cccc(/C=N/n2nnnc2N)c1,-11,0,-2,15,-0.1,2,-3,-9,-15
COc1ccc(N2CCN(C(=O)CSc3nnc(COc4cccc5cccnc45)o3)CC2)cc1,7,8,-2,3,5.8,-14,5,-7,-3
CNc1ccn(C2CCCO2)c(=O)n1 (stereo unspecified),-3,0,2,9,7.8,-8,-2,-3,-4
O=C(NC(=O)c1cccc(F)c1)Nc1nc(-c2ccc(F)cc2)cc(C(F)(F)F)n1,-8,0,-7,0,-0.2,-8,5,0,1
O=C(NC1CCCC1)c1cc2nc(-c3ccco3)cc(C(F)(F)F)n2n1,11,3,2,-1,1.9,-19,-1,0,6
O=C(COC(=O)CNC(=O)c1ccccc1)NC1CCCC1,-2,1,0,1,1.8,-1,1,4,4
OCCCc1n[nH]c(=S)n1-c1ccccc1,27,0,5,5,1.0,-13,-6,-5,-4
COc1ccc(SCCc2ccncc2)cc1,3,1,-5,14,0.4,-3,-1,6,3
COc1ccc(NC(=O)N2CCC(c3ccccc3)C2)c(OC)c1 (stereo unspecified),26,2,-3,-3,0.5,-8,0,-1,4
CC1(C)CC(=O)c2cc(C(=O)O)c(=O)n(-c3ccccc3)c2C1,-4,0,5,1,0.1,-3,1,-2,-1
CC1CCN(CCc2nc3cc(NC(=O)COc4ccc(Cl)cc4)ccc3n2C)CC1,-2,3,3,10,0.3,-7,-9,-2,-7
O=C(CCSc1nccn1Cc1ccccc1)N1CCOCC1,8,0,-7,1,0.7,-22,-3,2,9
Cc1ccc(S(=O)(=O)N2CCC[C@H]2C(=O)OC(C)C(=O)Nc2ncc(Cl)cc2Cl)cc1 (stereo partly specified),18,1,-4,7,-0.2,-6,-1,-3,7
Cc1ccc(CN2CCN(/N=C/c3sccc3C)CC2)c(C)c1,16,-1,0,7,1.2,-4,0,-4,8

# Compounds from the list above that contain a furan ring, fused or not:
SMILES,M1 PAM parental,M4 ag,CHRM4 antagonist,M5 antag,CHO-K1 Ca ag,CHO-K1 Ca antag,M5 ag,M5 PAM,CHRM4 PAM
COc1ccc(C)cc1N(C(=O)CNC(=O)c1ccco1)C(C(=O)NCC1CCCO1)c1ccccc1 (stereo unspecified),0,0,1,9,-0.4,-12,-2,0,0
Cc1c(NC(=O)c2cccc(NC(=O)c3ccco3)c2)cccc1C(=O)O,25,0,-4,-2,0.3,-5,2,5,1
O=C(NC1CCCC1)c1cc2nc(-c3ccco3)cc(C(F)(F)F)n2n1,11,3,2,-1,1.9,-19,-1,0,6

# Reformatted field by field: entries from further up
> COc1ccc(SCCc2ccncc2)cc1
  M1 PAM parental: 3; M4 ag: 1; CHRM4 antagonist: -5; M5 antag: 14; CHO-K1 Ca ag: 0.4; CHO-K1 Ca antag: -3; M5 ag: -1; M5 PAM: 6; CHRM4 PAM: 3

> COc1ccc(NC(=O)N2CCC(c3ccccc3)C2)c(OC)c1 (stereo unspecified)
  M1 PAM parental: 26; M4 ag: 2; CHRM4 antagonist: -3; M5 antag: -3; CHO-K1 Ca ag: 0.5; CHO-K1 Ca antag: -8; M5 ag: 0; M5 PAM: -1; CHRM4 PAM: 4

# (continued)
SMILES,M1 PAM parental,M4 ag,CHRM4 antagonist,M5 antag,CHO-K1 Ca ag,CHO-K1 Ca antag,M5 ag,M5 PAM,CHRM4 PAM
Cc1cc(C)nc(N2CCC(C(=O)O)CC2)n1,20,1,1,5,-0.2,-4,3,-2,-4
CCCCC(=O)Nc1ncc2c(n1)CC(C)(C)CC2=O,8,0,5,4,-0.3,-2,-4,-2,0
CCC(C)(C)C1CCC2(CC1)NC(=O)N(CC(=O)N1CCN(S(=O)(=O)c3cc(C)ccc3C)CC1)C2=O (stereo unspecified),-3,1,1,0,0.3,-14,-1,2,4
S=C(NC1CCCCC1)NC1CC2CCC(C1)N2Cc1ccccc1 (stereo unspecified),5,7,4,20,3.5,0,-4,-13,-3
Cc1ccnc(-n2c(C)cc(/C=N/NC(=O)COc3cccc4cccnc34)c2C)c1,-13,2,3,11,1.2,3,-5,-6,-18
O=C(NCc1ccco1)c1cccc(S(=O)(=O)N2CCCCC2)c1,12,0,2,-5,0.2,-11,-3,8,12
CC1CCc2nc(NC(=O)CSc3nc4ccccc4o3)sc2C1 (stereo unspecified),-4,4,10,4,0.8,12,4,-4,3
CCNc1nc(N)nc(Oc2ccc(OCCOc3ccccc3)nn2)n1,-3,0,9,16,0.8,-8,0,-9,8
CCc1nc2ccc(C(=O)Nc3ccc4c(c3)OCC(=O)N4)cn2c1N(C)Cc1nccn1C,36,1,-4,11,0.3,4,-8,1,3
CCOC(=O)NN1C(=O)c2ccccc2NC1c1ccccc1F (stereo unspecified),9,1,-2,9,-0.6,-9,-1,-3,8
COCCn1c(SC(C)C(=O)NC2CCCCC2C)nc2ccccc2c1=O (stereo unspecified),16,0,-13,-23,0.2,-11,0,18,-1
O=C1NC(=S)S/C1=C\c1coc2ccccc2c1=O,-6,6,-15,0,7.7,-2,7,-2,17
O=C(N/N=C/c1cc(Cl)cc([N+](=O)[O-])c1O)C1CC1,18,-1,0,8,-0.8,-6,-1,-4,-8
CN(c1ccccc1)S(=O)(=O)c1cccc(NC(=O)CSc2nnc(N)s2)c1,-1,13,11,16,11,11,4,-17,-14
S=C(NCc1ccc2c(c1)OCO2)NCc1ccco1,4,1,-1,11,0.5,-12,-11,-7,-1
O=C(c1cccs1)N1CCN(c2nc3c(F)cc(F)cc3s2)CC1,-10,17,3,14,9.6,0,4,-11,-4
CC(C)N(O)C(=O)NC(C)(C)C,4,0,15,1,0.4,-3,-2,1,-5
CCn1c(=O)c2ccccc2n(Cc2cccc(C)c2)c1=O,-25,-2,-6,10,-0.5,27*,-4,2,2
